ABCG2 block: inhibitors of human ABCG2 transporter, ABCB1 counter-screen. inhibition, % at 6.6 µM. 0.1% of 190,000 active. IgMXP3 cells, JC-1 efflux, flow cytometry. Q9UNQ0. AID 1325;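 active means inhibition above 80%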;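 further: 0% = DMSO and 100% = nicardipine control wells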
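Test system: IgMXP3 (ABCG2) plus far-red-tagged CCRF-Adr (ABCB1) cells / Amount: 3 million cells/mL in well / Reagent: JC-1 transporter substrate / Timing: 10 min compound exposure, 25 °C / Signal: flow cytometry, 530 nm JC-1 signal / Read-out: percent efflux inhibition, scaled nicardipine 100% to DMSO 0% / Benchmarks: nicardipine as high control, DMSO as low control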
Bcl-B Bim block: disrupts Bim peptide binding to human Bcl-B; AID 951; 0.073% of 190,000 active; bead-based flow cytometry; inhibition, % at 10 µM; Q9HD36;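 further: 0% = tracer peptide without compound and 100% = reference inhibitor peptide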
Avidin fluor: compound fluoresces at 488/530 nm on avidin beads; compound fluorescence 488/530 nm, flow cytometry; stronger effect = higher value; fluorescence (KMESF) at 10 µM; 0.38% of 220,000 active; in the data active means fluorescence above about 47; further: inactives centre near 10
Bfl-1 Bim block: inhibitors of Bim-Bfl-1 interaction, human. Q16548. Bead-based flow cytometry, Bim-Bfl-1 binding inhibition. inhibition, % at 10 µM. 0.12% of 190,000 active. AID 1008;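 further: 0% = wells without compound plus tracer and 100% = blocker peptide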
Bim-Bcl-XL: disrupts Bim peptide binding to human Bcl-XL | Q07817 | bead flow cytometry, fluorescence | inhibition, % at 10 µM | 0.04% of 190,000 active
Target sequence (Q07817 whole entry, looked up): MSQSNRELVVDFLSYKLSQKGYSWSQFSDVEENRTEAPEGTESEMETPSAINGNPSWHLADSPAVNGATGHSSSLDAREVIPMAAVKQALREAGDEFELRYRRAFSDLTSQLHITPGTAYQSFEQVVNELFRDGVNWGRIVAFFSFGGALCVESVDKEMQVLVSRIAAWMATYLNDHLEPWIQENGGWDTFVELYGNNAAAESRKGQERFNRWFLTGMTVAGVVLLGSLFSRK
ABCB1 block: blocks JC-1 efflux by human ABCB1 transporter | P08183 | CCRF-Adr cells, flow cytometry | inhibition, % at 6.6 µM | 0.067% of 190,000 active | AID 1326; in the data active means inhibition above about 40%;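 further: 0% = vehicle and 100% = reference inhibitor; higher value means more JC-1 retained so stronger ABCB1 efflux block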
Bcl-2 Bim block: disrupts Bim peptide binding to human Bcl-2; P10415; Bead-based flow cytometry, Bim peptide-Bcl-2 binding; inhibition, % at 10 µM; 0.06% of 190,000 active; AID 950; in the data active means inhibition above about 40%; inconclusive means no clear call, values can overlap the other calls;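 further: 0% = no compound wells with probe peptide and 100% = reference peptide inhibitor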
Target sequence (P10415 whole entry, looked up): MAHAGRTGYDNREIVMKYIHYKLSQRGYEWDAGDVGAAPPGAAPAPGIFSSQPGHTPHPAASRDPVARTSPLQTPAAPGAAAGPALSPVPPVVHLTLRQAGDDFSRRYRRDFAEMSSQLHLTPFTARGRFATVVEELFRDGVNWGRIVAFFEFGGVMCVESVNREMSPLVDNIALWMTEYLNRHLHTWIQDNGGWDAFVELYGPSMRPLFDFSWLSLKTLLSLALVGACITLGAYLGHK
RGS7-Gao reg: regulators of human RGS7-Galphao interaction; P09471; Multiplexed bead flow cytometry, RGS7-Galphao binding; actives lie on both sides; binding response (% of control), % at 10 µM; 0.35% of 220,000 active; AID 1439; in the data active means binding response below about 49% or above about 150%; inconclusive means no clear call, values can overlap the other calls; inactive means in between;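 further: fluorescent Galphao held in activated GDP-AlF4 state binding bead-coupled RGS7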
Target sequence (P09471 whole entry, looked up): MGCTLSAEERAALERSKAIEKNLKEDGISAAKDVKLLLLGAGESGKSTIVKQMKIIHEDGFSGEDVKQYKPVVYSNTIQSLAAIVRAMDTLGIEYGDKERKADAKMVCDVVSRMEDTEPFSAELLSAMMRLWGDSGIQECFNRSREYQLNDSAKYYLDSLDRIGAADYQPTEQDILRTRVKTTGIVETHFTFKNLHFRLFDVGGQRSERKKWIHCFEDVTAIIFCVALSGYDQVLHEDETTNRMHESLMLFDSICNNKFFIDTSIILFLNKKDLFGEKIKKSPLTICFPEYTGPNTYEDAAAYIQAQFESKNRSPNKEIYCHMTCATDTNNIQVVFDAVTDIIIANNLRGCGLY
Bcl-W Bim block: human Bim-Bcl-W interaction inhibition | bead-based flow cytometry, Bim peptide-Bcl-W binding | inhibition, % at 10 µM | 0.02% of 190,000 active | AID 952;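 further: 0% = bound tracer without compound and 100% = peptide blocker; higher means less fluorescent Bim peptide bound to Bcl-W beads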
Target sequence (Q92843 whole entry, looked up): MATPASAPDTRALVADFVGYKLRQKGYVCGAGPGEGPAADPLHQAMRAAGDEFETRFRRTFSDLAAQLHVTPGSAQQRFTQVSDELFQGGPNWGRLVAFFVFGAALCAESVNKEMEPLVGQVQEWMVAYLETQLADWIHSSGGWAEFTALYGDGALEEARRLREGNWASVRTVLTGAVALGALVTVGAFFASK
GSH fluor: compound fluoresces at 488/530 nm on GSH beads; GSH beads flow cytometry, compound fluorescence 488/530 nm; stronger effect = higher value; fluorescence (KMESF) at 10 µM; 0.25% of 190,000 active; in the data active means fluorescence above about 89;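 further: glutathione beads carrying GST-tagged Bcl family fusion proteins plus one bare bead set; values are compound well signal with DMSO vehicle wells as background; inactives centre near 16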
RGS4-Gao reg: human RGS4-Galphao interaction regulation | P09471 | Multiplexed bead flow cytometry, RGS4-Galphao binding; actives lie on both sides | binding response (% of control), % at 10 µM | 0.33% of 220,000 active | AID 1415; in the data active means binding response below about 49% or above about 150%; inactive means in between;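 further: fluorescent Galphao activated with aluminum fluoride binding bead-coupled RGS4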
Numbers without * were called inactive; ? = inconclusive. Unless noted, no stated cut-off is given here; in the data, active means inhibition above about 40%.

SMILES	ABCG2 block	Bcl-B Bim block	Avidin fluor	Bfl-1 Bim block	Bim-Bcl-XL	ABCB1 block	Bcl-2 Bim block	RGS7-Gao reg	Bcl-W Bim block	GSH fluor	RGS4-Gao reg
CCOC(=O)c1[nH]c(C)c(CN(CCc2ccccc2)C(=O)CCC(=O)O)c1C	4	-3	14	0	-7	1.1	-3	100	-4	17	101
O=C(c1cc(COc2ccc(F)cc2Cl)on1)N1CCc2ccccc2C1	5	-3	10	-5	0	1.1	-5	113	-1	10	108
CCOC(=O)c1cc(C#N)c(SCC(=O)c2cc(C#N)c(SC)nc2C)[nH]c1=O	0	-1	23	5	-2	-0.2	1	99	2	10	96
Cc1ccc(C)c2c(N)c3c(nc12)CCCCC3 (tested in a mixture with another compound)	-2	-6	9	-2	0	-0.2	-5	91	-6	15	94
COc1cc(F)ccc1S(=O)(=O)N1CCN(C23CC4CC(CC(C4)C2)C3)CC1	1	1	11	-3	-2	-0.1	-3	97	0	7	102
NC(=O)C1CCN(C(c2ccccc2Cl)c2nnnn2Cc2ccc3c(c2)OCO3)CC1 (stereo unspecified)	0	2	10	-3	3	0.1	-1	99	1	4	100
Fc1ccc(NC(=S)N2CCN(c3ncccn3)CC2)cc1	3	-3	11	-5	-4	0.1	0	?	0	18	102
O=C(CSc1nnc(-c2ccccc2Cl)o1)Nc1ccc2c(c1)OCCO2	2	-7	8	-5	-6	0.2	-1	99	-2	16	101
O=C(CCC1COc2ccccc2O1)NCC1COc2ccccc2O1 (stereo unspecified)	16	-4	24	-5	-13	0.4	-13	104	-8	23	102
O=C(CCC(=O)Nc1ccc(F)cc1)N/N=C/c1ccncc1	12	0	9	-3	-2	0.7	0	107	0	26	107
COc1cccc(NS(=O)(=O)c2cn(C)c(=O)n(C)c2=O)c1	1	-6	7	-13	-3	0.2	-8	102	0	24	103
O=C(COC(=O)[C@@H]1CCCN1S(=O)(=O)c1ccccc1F)Nc1ccc(OC(F)F)cc1	8	-3	21	-5	-2	1.6	0	105	0	12	102

Structures shown so far with an NH in an aromatic ring, in the order listed:
SMILES	ABCG2 block	Bcl-B Bim block	Avidin fluor	Bfl-1 Bim block	Bim-Bcl-XL	ABCB1 block	Bcl-2 Bim block	RGS7-Gao reg	Bcl-W Bim block	GSH fluor	RGS4-Gao reg
CCOC(=O)c1[nH]c(C)c(CN(CCc2ccccc2)C(=O)CCC(=O)O)c1C	4	-3	14	0	-7	1.1	-3	100	-4	17	101
CCOC(=O)c1cc(C#N)c(SCC(=O)c2cc(C#N)c(SC)nc2C)[nH]c1=O	0	-1	23	5	-2	-0.2	1	99	2	10	96

More records follow:
SMILES	ABCG2 block	Bcl-B Bim block	Avidin fluor	Bfl-1 Bim block	Bim-Bcl-XL	ABCB1 block	Bcl-2 Bim block	RGS7-Gao reg	Bcl-W Bim block	GSH fluor	RGS4-Gao reg
Fc1ccc(CSc2ccc(-c3ccco3)nn2)cc1	1	-11	12	-8	-8	0.1	-3	98	-5	20	94
O=C(CC1SC(=Nc2ccccc2)N(CCO)C1=O)Nc1ccccc1 (stereo unspecified)	3	-2	11	-2	0	0.3	0	93	4	25	97
COc1ccc(CNCc2c(C(=O)N(C)C)nc3ccc(Cl)cn23)c(OC)c1	-1	-5	11	-4	-1	-0.4	-2	101	-2	15	100
O=C(NCc1ccc2c(c1)OCO2)C1CCCN(S(=O)(=O)c2cccc3cccnc23)C1 (stereo unspecified)	3	0	6	4	5	0.9	1	98	2	21	100
CCOc1ccc(N(C(=O)Nc2ccccc2)C2=NCCC2)cc1	3	-1	38	-3	-2	0.4	-2	95	-2	16	97
CCOc1ccc(C(=O)NCC(c2cccs2)N(C)C)cc1 (stereo unspecified)	1	-6	10	0	-4	-1.3	0	100	-2	21	100
O=C(N/N=C/c1sc2ccccc2c1O)c1ccccc1	-9	-14	12	-9	-14	-1.4	-2	87	-6	20	94
C1=C(c2ccccc2)CCN(c2nc3ccccc3n3cnnc23)C1	0	0	6	0	0	-1.6	0	101	-3	19	102
CCC(=O)NS(=O)(=O)c1cccnc1Nc1ccc(Cl)cc1	1	-5	8	-10	-4	0.2	-6	98	0	30	97
Cc1ccc(NC(=S)Nc2cc(-c3ccccc3)[nH]n2)cc1Cl	-3	-6	8	-2	-2	-2.9	-1	101	-2	13	101
COC(=O)Cc1c(O)ccn(Cc2cccc(C(F)(F)F)c2)c1=O	0	-2	5	0	-1	0.3	-1	100	-2	11	100
C/C(=N\OC(=O)C1CC1)C1CC1c1ccc(F)cc1 (stereo unspecified)	5	2	12	4	0	0.9	2	100	-2	16	103
Cc1ccc2cc(C#N)c(NCc3ccco3)nc2c1	1	0	15	0	1	-0.1	0	99	0	14	100
CCOc1ccc(C(C)=O)cc1CC(C(N)=O)C(N)=O	-2	-7	6	-10	-6	-2.0	-5	101	-1	40	101
CC1(C(=O)O)CCC(C(=O)NCCc2ccccc2)C1(C)C (stereo unspecified)	1	1	0	1	1	0.4	-2	100	0	40	99
CC1=C(NCCc2ccccc2)CCC1=O	-3	-7	9	-11	3	-2.1	-9	100	-1	37	101
CCOP(=O)(OCC)C(NC(=O)C(F)(F)F)c1ccccc1 (stereo unspecified)	0	-9	15	-10	-3	0.3	-5	96	-4	15	97
CC(C)[C@H](NC(N)=O)C(=O)Nc1ccc(F)c(Cl)c1	1	-4	27	-8	0	-0.3	-8	106	-1	59	103
CCOC(=O)C1(C(F)(F)F)N=C(N(C)C)OC(N(C)C)=N1	4	-14	10	-25	-14	0.9	-12	98	-8	26	102
CC(C)(C)C1(C)OC(C(=O)NC2CCCCC2)C(C(=O)NC2CCCCC2)O1 (stereo unspecified)	7	0	23	-10	11	1.4	-16	99	20	17	100
Cc1nnc(SCC(=O)N2CCC(c3noc4ccc(F)cc34)CC2)s1	-1	-4	9	-6	-3	0.2	-5	107	0	14	107
CCOC(=O)CSC1=C(C#N)C(c2ccccc2C)C2=C(CCCC2=O)N1 (stereo unspecified)	0	-4	6	-5	-2	0.1	0	97	2	5	100
COC(=O)c1ccccc1NC(=O)CSCC(=O)Nc1ccccc1OC	2	-4	7	-3	-2	0.2	-5	103	-3	22	101
CCCOn1c(-n2nc(C)cc2C)nc2ccccc2c1=O	1	-3	13	-4	0	0.2	0	99	-1	57	97
COCCNC(=O)CN(C(=O)Cn1nnc2ccccc21)c1ccccc1C	0	-6	10	-8	-4	0.1	-7	98	-3	17	102
O=C(CSc1nnc(Cc2cccs2)n1-c1ccccc1)Nc1ccc2c(c1)OCCO2	5	-5	8	-9	-2	1.1	-11	97	1	11	100
Cc1c(NC(=O)CSc2nnc3c4ccccc4n(CCc4ccccc4)c3n2)c(=O)n(-c2ccccc2)n1C	11	-6	9	-2	-2	0.6	-6	100	-5	39	99
COc1ccc(C2c3ccc4ccccc4c3Oc3ncn(CCN4CCOCC4)c(=N)c32)cc1 (stereo unspecified)	2	-6	36	0	-1	3.1	-1	99	-3	27	100
N#Cc1ccc(/C=C/C(=O)c2ccco2)cc1	26	-18	13	-8	-10	0.5	-13	103	-3	15	108
Clc1ccc(-c2cn(-c3ccccc3)c3[n+]2CCS3)cc1	-1	-3	11	-7	-3	-0.3	-5	102	-4	11	103
CCOCCCn1c(=N)c(C(=O)NCc2ccc3c(c2)OCO3)cc2c(=O)n3ccccc3nc21	1	5	5	-2	-2	0.2	4	112	0	19	113
CC(=O)c1c(C)[nH]c(C(=O)OCC(=O)NCC(C)C)c1C	4	0	7	-8	-3	0.3	-3	96	0	16	87
S=c1[nH]nc(Cn2nnc3ccccc32)n1-c1ccccc1	-2	-11	7	4	-2	-1.0	0	101	2	19	98
CCOC(=O)c1[nH]cnc1C(=O)NC(C)C	3	-1	21	10	-1	1.6	19	107	1	16	105
CCn1ncc(C2=NOC(C(=O)Nc3cc(OC)c(Cl)cc3OC)C2)c1C (stereo unspecified)	24	-9	26	-16	-9	2.2	-8	103	0	30	100
Cc1ccc(S(=O)(=O)Nc2ccc(O)c(Sc3ncn[nH]3)c2)cc1	1	-4	21	-1	-2	0.5	0	103	0	11	100
CN(/N=C/c1ccncc1)c1cnn(-c2ccc(F)c(Cl)c2)c(=O)c1Cl	4	0	21	0	0	0.5	-2	101	-2	10	100
Cc1ccc2nc(SCC(=O)c3c(C)[nH]c4ccccc34)[nH]c2c1	-2	-5	3	0	-5	-0.5	0	101	-2	7	101
CC(C)c1nnc(SCC(=O)Nc2ccc3c(c2)OCO3)n1C	-2	9	4	10	7	-0.2	7	98	7	54	87
NC(=O)C1CCN(C(c2ccccc2F)c2nnnn2Cc2ccco2)CC1 (stereo unspecified)	4	0	9	0	0	0.4	0	93	2	16	90
COc1ccc(NC(C)=O)cc1NC(=O)CN1CCN(CC(=O)Nc2ccccc2Cl)CC1	2	-6	6	-12	-5	1.2	-5	97	2	21	97
COc1ccc(C2CC(c3ccc(F)cc3)Nc3nc(N)nn32)cc1OC (stereo unspecified)	0	-6	8	-11	-3	-0.1	-3	99	1	21	102
CN(C)S(=O)(=O)c1ccc(C(=O)Nc2ccccn2)cc1	2	-9	24	-18	-10	0.1	-7	99	-3	22	97
Cc1cc(C)c2c(NC(=O)C3CC3)nn(C)c2n1	1	-2	9	-3	0	0.1	-3	?	-3	18	102
Cc1cc(C)cc(OCC(=O)N2Cc3ccccc3CC2C(=O)O)c1 (stereo unspecified)	2	1	8	-2	-3	-0.2	0	96	0	17	95
CCCNC(=O)COC(=O)c1[nH]c(C)c(C(=O)OCC)c1C	0	-5	11	-4	-3	0.0	-3	101	-4	24	101
CCc1cc2c(=O)nc3n(c2s1)Cc1ccccc1/C3=C(/O)c1ccccc1Cl	13	-3	10	-6	-4	1.8	-4	95	3	10	97
Cc1oc(=O)c(NC(=O)c2ccccc2)cc1C(=O)c1ccccc1	1	-9	4	-7	-6	0.1	-4	97	-1	24	100

Looked up by compound from the list above:
SMILES	ABCG2 block	Bcl-B Bim block	Avidin fluor	Bfl-1 Bim block	Bim-Bcl-XL	ABCB1 block	Bcl-2 Bim block	RGS7-Gao reg	Bcl-W Bim block	GSH fluor	RGS4-Gao reg
CCc1cc2c(=O)nc3n(c2s1)Cc1ccccc1/C3=C(/O)c1ccccc1Cl	13	-3	10	-6	-4	1.8	-4	95	3	10	97
CCOC(=O)C1(C(F)(F)F)N=C(N(C)C)OC(N(C)C)=N1	4	-14	10	-25	-14	0.9	-12	98	-8	26	102
CCOC(=O)CSC1=C(C#N)C(c2ccccc2C)C2=C(CCCC2=O)N1 (stereo unspecified)	0	-4	6	-5	-2	0.1	0	97	2	5	100

More compounds
SMILES	ABCG2 block	Bcl-B Bim block	Avidin fluor	Bfl-1 Bim block	Bim-Bcl-XL	ABCB1 block	Bcl-2 Bim block	RGS7-Gao reg	Bcl-W Bim block	GSH fluor	RGS4-Gao reg
Cc1ccccc1S(=O)(=O)NC1=NCCCCC1	-2	0	3	-1	0	-0.1	2	103	-1	7	102
CCOC(=O)c1ccc(N2C(=O)CC(N(C)Cc3ccccc3)C2=O)cc1 (stereo unspecified)	8	-8	30	-19	-6	1.1	-12	102	-2	23	103
CC12CC3CC(C)(C1)CC(C(=O)Nc1nn[nH]n1)(C3)C2	1	-2	5	-11	-1	0.3	-3	101	1	33	97
O=C(Nc1ncc(Cl)cc1Cl)c1c(F)cccc1Cl	11	-2	12	-5	0	2.1	-2	?	0	10	103
CCC(C)NC(=O)COc1ccccc1[N+](=O)[O-] (stereo unspecified)	1	-11	7	-19	-7	0.3	-8	92	-8	18	92
O=C(c1nc2ccccn2c1CNCCCn1ncc2ccccc21)N1CCCC1	-3	-5	1	-8	-5	-0.9	0	98	-2	13	96
